Compound activity: PubChem, several laboratories
human PMI inhibition = MPI enzyme activity inhibition – biochemical, fluorescence intensity, coupled assay, primary screen (AID 1209). purified PMI enzyme, coupled fluorescence intensity; higher % means a stronger effect. inhibition, % at 20 µM; hits with a dose series show IC50 in µM. 190,000 compounds, 0.42% hits;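 further: plate controls were DMSO vehicle for no effect and wells lacking substrate for full effect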
Dynein transport = dynein cargo transport inhibition | z-score, hits read low | AID 1381 | 220,000 compounds, 0.47% hits | 3617.4 mouse cells, GR-EGFP nuclear translocation imaging; test concentration mostly 20 µM; stimulated with dexamethasone, 1 µM; active compounds read low;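 active means plate z-score of nuclear minus cytoplasmic receptor signal below a set negative limit, without overly bright fluorescence or cell loss, cut at about -3.5 in these data, passing the limit was not always enough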;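 further: z-score of nuclear minus cytoplasmic ring GR-EGFP intensity difference per well; some compounds called inactive have numbers as strong as hits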
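Medium: Induction medium lacking tetracycline, stripped serum | Probe or stimulus: 1.0 µM final dexamethasone stimulus | Schedule: 48 h induction, then 1 h compound, then 30 min agonist, 37 °C | Signal: Automated 10x imaging of fixed Hoechst-stained cells | Evaluation: Per-cell GR-EGFP intensity, nucleus versus surrounding cytoplasmic ring, well-averaged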
PMI inhibition = human PMI inhibitors, high substrate, primary screen, biochemical, fluorescence intensity, high mannose 6-phosphate (AID 1220) | recombinant PMI enzyme, coupled fluorescence intensity; higher % means a stronger effect | inhibition, % at 20 µM, or IC50 in µM where a hit was titrated | 190,000 compounds, 0.66% hits
MT stabilizer = microtubule stabilizers in HeLa cells; HeLa tubulin immunostaining HCS, 24 h; share of cells brighter than vehicle mean+2SD; % tubulin-high responders, % at 10 µM; 200,000 compounds, 0.83% hits; AID 2205;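 active means plate Z-score above 3 for both tubulin-high and condensed-nucleus cell shares, with cell loss under 80%, at 10 µM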;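 further: anti alpha tubulin signal scored within the nucleus-defined area of each cell; some results filed as inactive read as strong as hits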
WT yeast gro inh = growth inhibition of WT yeast, mitochondrial fusion screen | mitochondrial fusion phenotypic screen, WT strain | inhibition, % at 10 µM | 190,000 compounds, 2.1% hits; in the data active means inhibition above about 58%; tested in S. cerevisiae
Ins promoter up = MIN6 insulin promoter up-regulation; MIN6 insulin promoter-GFP reporter, high-content imaging; active compounds read high; z-score at 5 µM; 190,000 compounds, 0.3% hits; AID 1625;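 active means z-score above 3 at 5 µM with at least 500 cells counted in the well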
Autophagy mod = autophagy modulation, high-content screen | MEF GFP-LC3 puncta imaging; test concentration mostly 10 µM | calls only at 10 µM (by protocol) | 190,000 compounds, 0.98% hits;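 active means percentage of spot-positive cells more than 3 SD above its plate mean, without a fluorescence outlier flag or 80% toxicity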;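 further: spot-positive cell cutoff set from DMSO-treated cells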
b-catenin transl = beta-catenin nuclear translocation modulation; HeLa beta-catenin nuclear translocation, immunofluorescence imaging; nuclear translocation activity, % at 5 µM; 190,000 compounds, 0.3% hits; AID 1665;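 active means nuclear translocation activity above 50% at 5 µM, with a well cell count of 50 or more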;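 further: per-cell ratio of nuclear to cytoplasmic median beta-catenin stain intensity; plate controls were DMSO negative control for no effect and GSK-3 inhibitor IX positive control for full effect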
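Test system: human HeLa cells, endogenous beta-catenin. Times: 24 h compound exposure, 37°C. Measured by: beta-catenin immunofluorescence imaging with DAPI.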
Yfh1-depleted yeast = mitochondrial function rescue without frataxin homolog – Friedreich's ataxia, plus single-dose screen, dose response (AID 1465). S. cerevisiae Yfh1-off respiration, WST-1 reduction, 72 h; higher fold induction means a stronger effect. 220,000 compounds, 0.074% hits. fold induction at 50 µM; hits with a dose series show EC50 in µM;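 active means fold induction of absorbance versus untreated yeast above a set limit, then at least 30% activation at any dose in follow-up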;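 further: activators that raise dye reduction in frataxin-depleted yeast; strong numbers were not always called active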
WT yeast gro inh mutant strain = further read-out of WT yeast gro inh, marked with its call; inhibition, %; mitochondrial fusion phenotypic screen, mutant strain inhibition
Dynein transport cytoplasmic EGFP = further read-out of Dynein transport, marked with its call; z-score; measured here: cytoplasmic GR-EGFP intensity; active compounds read high
Dynein transport nuclear GR-EGFP = also measured in Dynein transport; calls as there; z-score; measured here: nuclear GR-EGFP intensity;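 lower value marks the stronger effect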
Dynein transport cell count = further read-out of Dynein transport, marked with its call; z-score; measured here: cell count per field
Ins promoter up cell count = recorded beside Ins promoter up, whose call it bears; cell count; measured here: cytotoxicity, nuclei count;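 total cells summed across four imaged fields per well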
b-catenin transl cell count 5 µM = further read-out of b-catenin transl, marked with its call; cell count; measured here: cell count, cytotoxicity flag
MT stabilizer Hoechst-high % = further read-out of MT stabilizer, marked with its call; % Hoechst-high responders; measured here: nuclear condensation Hoechst responders;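 share of cells brighter than vehicle mean plus two SD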
MT stabilizer cytotoxicity % = second read-out of MT stabilizer, no call of its own (marks repeat the call); toxicity, %; measured here: cytotoxicity by cell density;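 0% = mean cell density of plate MIN control wells and 100% = no cells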
Autophagy mod cell loss 18 h = recorded beside Autophagy mod, whose call it bears; toxicity, %; measured here: cell loss, nuclei count;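 cell loss after 18 h compound exposure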
* hit, by the source's call; i = inactive; . = not tested or not shown; + = active, no number. Unless noted, no stated cut-off is given here; in the data, active means inhibition above about 50%; inactive means the rest.

The line under a structure holds: human PMI inhibition	Dynein transport	Dynein transport cytoplasmic EGFP	Dynein transport nuclear GR-EGFP	Dynein transport cell count	PMI inhibition	MT stabilizer	MT stabilizer Hoechst-high %	MT stabilizer cytotoxicity %	WT yeast gro inh	WT yeast gro inh mutant strain	Ins promoter up	Ins promoter up cell count	Autophagy mod	Autophagy mod cell loss 18 h	b-catenin transl	b-catenin transl cell count 5 µM	Yfh1-depleted yeast
CCOC(=O)C1=C(C)Nc2ccccc2S1
  .	1.7	-0.12	1.4	-1.7	.	.	.	.	.	.	-0.25	1070	.	.	0.8	1318	i
CC(C)(C)c1cnnn1-c1ccc(NC(=O)c2ccc3c(c2)OCO3)cc1
  23%	-0.23	-0.35	-0.35	0.53	20%	5.4	3.8	8.3	-4	6	0.17	1405	i	-16	-1.3	1003	i
CCN(CC)C(=O)N1CCC(NC(=O)c2ccccc2)CC1
  -11%	-0.29	-0.21	0.12	0.087	-8%	4.7	2.4	4.6	-5	-9	0.22	1295	i	6	-0.8	1004	i
C=CCc1ccccc1OCC(O)CN(CC)CC (stereo unspecified)
  1%	-0.6	-0.26	-0.0041	0.78	0%	1.1	1.3	5.8	4	-7	.	.	i	5	0.1	1131	i
COc1ccc2[nH]c(O)c(NC(C)=O)c2c1
  -3%	-0.084	-0.21	0.01	-0.6	-17%	1.7	2.2	36	-29	-25	-0.02	1205	i	-1	.	.	i
O=C(Nc1nccs1)C1CC(=O)N(c2ccc(Cl)cc2)C1 (stereo unspecified)
  4%	0.0012	-0.29	0.2	0.36	2%	2.3	1.9	3.9	7	0	-0.75	1655	i	14	-0.7	970	i
COc1ccccc1NC(=O)Nc1ccccc1N1CCOCC1
  .	0.018	-0.16	0.33	-1	.	.	.	.	.	.	0.04	1087	.	.	-0.4	1352	i
COc1ccc(C)cc1S(=O)(=O)N1CCC(C(=O)N2CCN(C)CC2)CC1
  -4%	0.33	-0.16	0.28	0.55	-3%	4.2	1.1	3.6	10	9	0.28	1334	i	-5	-0.5	544	i
COc1c(Br)cc([N+](=O)[O-])c(OC)c1C(=O)NC(=O)Nc1cc(Cl)cc(Cl)c1
  .	-0.56	-0.25	0.14	0.82	.	.	.	.	.	.	0.53	990	.	.	0.0	1352	i
Cc1ccc(N2C(=O)[C@@H]3C(C(=O)CN4C(=O)c5ccccc5C4=O)=NN[C@@H]3C2=O)c(C)c1
  .	-0.33	-0.11	-0.2	1.2	.	.	.	.	.	.	0.01	1111	.	.	0.4	1374	i
COc1cccc(CNc2ccc(C(=O)O)cc2)c1OCc1ccccc1
  -1%	-1.2	-0.18	-0.56	0.59	2%	1.5	1.7	2.6	0	-10	-0.76	1451	i	0	-3.1	1049	i
CNC(=S)NNC(=O)CCn1nc(C)c(Br)c1C
  13%	0.4	0.29	0.74	0.46	10%	2.9	1.2	6.3	-16	8	-0.63	1272	i	-11	-5.1	1303	i
Cc1ccc(/C=C2/SC(=O)N(CC(=O)N3CCOCC3)C2=O)s1
  -4%	0.78	-0.099	0.5	-1	-11%	2.4	2.0	1.7	5	11	0.34	1435	i	3	-0.2	1080	i
CCOC(=O)c1c(NC(=O)CSc2n[nH]c(-c3ccco3)n2)sc(C)c1C
  25%	0.087	-0.079	0.038	-0.04	13%	3.6	3.0	8.3	26	18	0.02	1316	i	-3	.	.	i
COc1cccc(S(=O)(=O)NCc2ccc(C(=O)Nc3ccc(Cl)cc3)cc2)c1
  14%	0.13	-0.21	-0.097	-0.021	6%	3.0	1.8	9.8	-4	-1	-0.33	1475	i	3	0.9	1119	i
COc1ccc(C2SCCN2C(=S)Nc2cccc(Cl)c2)cc1 (stereo unspecified)
  13%	0.27	-0.24	0.17	-0.14	0%	7.8	2.1	7.7	29	4	0.28	2426	i	-3	0.1	975	i
CCNC(=O)CC1C(=O)N(c2ccc(OC)cc2)C(=O)N1Cc1ccc(OC)cc1 (stereo unspecified)
  -11%	0.45	-0.3	0.078	0.2	-11%	4.2	2.5	7.4	-6	-1	-1.1	1560	i	-5	2.0	1349	i
Cc1nnc(OCc2nc3ccccc3n2C)c2ccccc12
  12%	-0.85	-0.25	-0.078	0.11	13%	2.8	4.4	17	-3	3	1.1	1231	i	10	-0.7	1090	i
CCC(C)(C)n1nnnc1C(c1ccc(N(C)C)cc1)N1CCN(C2CCCCC2)CC1 (stereo unspecified)
  1%	-0.42	-0.2	-0.11	0.16	2%	1.8	2.1	8.1	-14	0	-0.45	1604	i	-3	0.5	1309	i
Cc1cc(NCc2ccccc2)n2ncnc2n1
  -7%	-0.9	-0.29	-0.38	0.18	-4%	1.9	1.7	5.7	-1	-5	0.5	1131	i	-10	1.2	1471	i

Seven entries from above, tab-delimited.
SMILES	human PMI inhibition	Dynein transport	Dynein transport cytoplasmic EGFP	Dynein transport nuclear GR-EGFP	Dynein transport cell count	PMI inhibition	MT stabilizer	MT stabilizer Hoechst-high %	MT stabilizer cytotoxicity %	WT yeast gro inh	WT yeast gro inh mutant strain	Ins promoter up	Ins promoter up cell count	Autophagy mod	Autophagy mod cell loss 18 h	b-catenin transl	b-catenin transl cell count 5 µM	Yfh1-depleted yeast
CCOC(=O)c1c(NC(=O)CSc2n[nH]c(-c3ccco3)n2)sc(C)c1C	25%	0.087	-0.079	0.038	-0.04	13%	3.6	3.0	8.3	26	18	0.02	1316	i	-3	.	.	i
COc1cccc(S(=O)(=O)NCc2ccc(C(=O)Nc3ccc(Cl)cc3)cc2)c1	14%	0.13	-0.21	-0.097	-0.021	6%	3.0	1.8	9.8	-4	-1	-0.33	1475	i	3	0.9	1119	i
COc1ccc(C2SCCN2C(=S)Nc2cccc(Cl)c2)cc1 (stereo unspecified)	13%	0.27	-0.24	0.17	-0.14	0%	7.8	2.1	7.7	29	4	0.28	2426	i	-3	0.1	975	i
CCNC(=O)CC1C(=O)N(c2ccc(OC)cc2)C(=O)N1Cc1ccc(OC)cc1 (stereo unspecified)	-11%	0.45	-0.3	0.078	0.2	-11%	4.2	2.5	7.4	-6	-1	-1.1	1560	i	-5	2.0	1349	i
Cc1nnc(OCc2nc3ccccc3n2C)c2ccccc12	12%	-0.85	-0.25	-0.078	0.11	13%	2.8	4.4	17	-3	3	1.1	1231	i	10	-0.7	1090	i
CCC(C)(C)n1nnnc1C(c1ccc(N(C)C)cc1)N1CCN(C2CCCCC2)CC1 (stereo unspecified)	1%	-0.42	-0.2	-0.11	0.16	2%	1.8	2.1	8.1	-14	0	-0.45	1604	i	-3	0.5	1309	i
Cc1cc(NCc2ccccc2)n2ncnc2n1	-7%	-0.9	-0.29	-0.38	0.18	-4%	1.9	1.7	5.7	-1	-5	0.5	1131	i	-10	1.2	1471	i

Other structures:
The line under a structure holds: human PMI inhibition	Dynein transport	Dynein transport cytoplasmic EGFP	Dynein transport nuclear GR-EGFP	Dynein transport cell count	PMI inhibition	MT stabilizer	MT stabilizer Hoechst-high %	MT stabilizer cytotoxicity %	WT yeast gro inh	WT yeast gro inh mutant strain	Ins promoter up	Ins promoter up cell count	Autophagy mod	Autophagy mod cell loss 18 h	b-catenin transl	b-catenin transl cell count 5 µM	Yfh1-depleted yeast
COc1ccc(C[C@H]2CN3C(=NC[C@@H]3C(C)C)N2C[C@H](C)NC(=O)c2ccc(C)c(Br)c2)cc1
  -8%	-1.4	-0.32	-0.6	1	-4%	1.4	1.5	9.2	9	10	-0.76	1157	i	16	-0.8	1190	i
CCOC(=O)c1cc2c(=O)n3ccccc3nc2n(CCCOC)c1=NC(=O)c1cccnc1
  -69%	3.2	0.25	2.4	-2	-105%	3.1	1.1	5.5	11	5	-0.57	1176	i	-1	-1.7	1173	.
CCOC(=O)c1sc2nc3c(cc2c1N)COC(C(C)C)C3 (stereo unspecified)
  -7%	0.13	-0.29	-0.58	-0.089	-5%	3.4	1.6	8.7	9	5	1.1	1452	i	-4	-1.3	1254	i
CCCN1Cc2cccc(C(=O)N3CCN(c4ccccc4)CC3)c2C1=O
  5%	1.2	-0.25	0.43	-0.22	1%	3.0	1.9	4.5	5	26	0.43	963	i	7	-3.0	1198	i
O=C(N/N=C/c1ccsc1)c1ccccn1
  17%	0.28	-0.32	0.28	0.14	7%	2.8	1.9	0.6	11	-2	0.9	1113	i	-2	-1.0	1125	i
Cn1c(NC(=O)C2c3ccccc3Oc3ccccc32)cc(=O)n(C)c1=O
  19%	0.24	-0.41	-0.043	0.57	20%	2.9	2.2	8.3	1	8	0.36	2036	i	1	-0.2	1079	i
CN(C)c1cccc(C(=O)OCCNC(=O)c2cccc(S(=O)(=O)N3CCOCC3)c2)c1
  .	0.39	-0.15	0.89	-1.3	.	.	.	.	.	.	0.42	860	.	.	0.0	1301	i
CCOC(=O)c1cnc2ccc(C(=O)OC)cc2c1NCc1ccco1
  8%	0.23	0.52	0.62	-0.23	11%	4.2	2.0	3.8	4	7	-0.91	1354	i	-4	0.1	1034	i
CC(=O)Nc1c(O)nc(SCC(=O)Nc2nnc(CC(C)C)s2)[nH]c1=O
  0%	1	-0.14	0.67	0.58	-1%	3.3	1.2	1.3	-2	3	.	.	+	-3.7*	-1.1	1147	.
CCOC(=O)Cc1cc(=O)n2[nH]cc(-c3cccc(Br)c3)c2n1
  -33%	1.1	-0.0045	0.36	-1.4	-62%	1.7	1.2	3.4	-6	-2	-0.17	1529	i	-11	-2.0	973	i
O=C(N/N=C/c1ccncc1)c1ccc(OCc2ccccc2)cc1
  .	-1.4	-0.26	-0.79	1.5	.	.	.	.	.	.	0.07	1151	.	.	0.7	1334	i
Cc1cccc(NC(=O)C(=O)NCCCN2CCOCC2)c1
  -9%	-0.64	-0.15	-0.46	0.092	-6%	1.7	2.5	2.9	-4	3	0.21	1258	i	25	-7.1	1102	i
